Screens (PubChem BioAssay)
IEC-6 cytotox = kills IEC-6 intestinal cells in KLF5 counter-screen; IEC-6 cytotoxicity, luminescence viability; inhibition, % at 5 µM; 290,000 compounds, 0.78% hits; in the data active = inhibition above about 22%;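 also: 0% = plate median of test compound wells and 100% = cytotoxic reference compound wells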
KLF5 inh = suppresses KLF5 promoter-driven expression. AID 1700. DLD-1 KLF5 promoter-luciferase reporter, luminescence. 290,000 compounds, 0.23% hits. inhibition, % at 5 µM;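 active = inhibition above a per-plate limit of that plate's mean compound inhibition plus 3 SD, cut at about 60% in these data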;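 also: 0% = DMSO wells and 100% = LY294002 at 200 µM; higher means less KLF5 promoter-driven luciferase light; inactives centre near -14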
AI-2 QS modul = modulators of Vibrio harveyi AI-2 quorum sensing system; Vibrio harveyi JMH597 AI-2 luminescence/OD600 ratio, 9 h; active compounds read low; strain lacks LuxN and CqsS sensors; 0 = neutral-control median; 300,000 compounds, 0.4% hits; activity change, % at 7.5 µM; AID 2094; in the data active = activity change below about -75%, passing the limit was not always enough; inconclusive = no clear call, values can overlap the other calls;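 also: luminescence divided by OD600 gain over 9 h not by final OD600 alone; inactives centre near 13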
HSP90 refold inh = HSP90 refolding inhibition in rabbit reticulocyte lysate; luciferase refolding luminescence, 3 h; inhibition, % at 5.6 µM; 290,000 compounds, 0.91% hits;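 active = inhibition above the screen-wide mean plus 3 SD, computed separately per campaign, cut at about 16% in these data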;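 also: 0% = DMSO wells and 100% = 60 µM geldanamycin wells; inhibitors lower the luminescence because luciferase stays unfolded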
HSF1 inh = HSF1 inhibition; NIH3T3-HGL HSE-luciferase, MG132-induced, luminescence 8 h; active compounds read low; activity change, negative = inhibition, % at 7.5 µM (by protocol); 300,000 compounds, 0.77% hits; AID 2098;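 active = more than half of replicate wells show activity change below -50%, luminescence cut by over half; inconclusive = some wells, but at most half, below -50%; inactive = no replicate well below -50%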;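 also: luciferase reports HSF-1 transcriptional activity via heat shock element; 0% = median of DMSO wells and -100% = zero luminescence signal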
GSK3 alpha inh = blocks human GSK-3 alpha kinase. P49840. ADP-Glo luminescence, 60 min. inhibition, % at 10 µM. 320,000 compounds, 0.1% hits;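 in the data active = inhibition above about 50%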;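 also: GST-tagged GSK-3 alpha with peptide substrate and 25 µM ATP; 0% = DMSO neutral wells and 100% = GW8510 positive control wells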
Target sequence (P49840 whole entry, looked up): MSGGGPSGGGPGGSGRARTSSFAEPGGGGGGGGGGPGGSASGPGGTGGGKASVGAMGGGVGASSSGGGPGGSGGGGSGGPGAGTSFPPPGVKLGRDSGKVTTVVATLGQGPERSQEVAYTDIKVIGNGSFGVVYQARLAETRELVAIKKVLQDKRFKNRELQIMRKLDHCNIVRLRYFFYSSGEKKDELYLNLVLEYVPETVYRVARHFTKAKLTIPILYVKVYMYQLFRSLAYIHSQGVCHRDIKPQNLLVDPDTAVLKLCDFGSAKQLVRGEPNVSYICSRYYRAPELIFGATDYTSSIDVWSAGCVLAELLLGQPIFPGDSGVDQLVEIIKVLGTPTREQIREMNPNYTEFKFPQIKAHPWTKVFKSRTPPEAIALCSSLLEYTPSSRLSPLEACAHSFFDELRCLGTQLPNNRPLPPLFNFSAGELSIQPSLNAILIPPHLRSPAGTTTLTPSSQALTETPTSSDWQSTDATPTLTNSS
aSyn 5UTR inh = MLPCN primary screen, SNCA 5' untranslated region | alpha-synuclein 5'UTR reporter, inhibitor activity | inhibition, % (tested at 7.5 µM) | 300,000 compounds, 0.82% hits | AID 1813; in the data active = inhibition above about 60%; inconclusive = no clear call, values can overlap the other calls;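 also: H4 neuroglioblastoma cells stably carrying SNCA 5'UTR luciferase fusion; 0% = DMSO wells and 100% = positive control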
GSK3beta inhib = blocks human GSK3beta kinase activity. 300,000 compounds, 0.038% hits. AID 2097. P49841. GST-GSK3beta kinase, ADP-Glo luminescence, 60 min; active compounds read low. activity score (negative = inhibition), % at 10 µM;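 active = more than half of replicate wells score below -50%, meaning over 50% inhibition versus plate controls; inconclusive = some replicates but at most half score below -50%; inactive = no replicate scores below -50%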;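 also: 0% = median DMSO wells and -100% = median GW8510 positive control wells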
Target sequence (P49841 whole entry, looked up): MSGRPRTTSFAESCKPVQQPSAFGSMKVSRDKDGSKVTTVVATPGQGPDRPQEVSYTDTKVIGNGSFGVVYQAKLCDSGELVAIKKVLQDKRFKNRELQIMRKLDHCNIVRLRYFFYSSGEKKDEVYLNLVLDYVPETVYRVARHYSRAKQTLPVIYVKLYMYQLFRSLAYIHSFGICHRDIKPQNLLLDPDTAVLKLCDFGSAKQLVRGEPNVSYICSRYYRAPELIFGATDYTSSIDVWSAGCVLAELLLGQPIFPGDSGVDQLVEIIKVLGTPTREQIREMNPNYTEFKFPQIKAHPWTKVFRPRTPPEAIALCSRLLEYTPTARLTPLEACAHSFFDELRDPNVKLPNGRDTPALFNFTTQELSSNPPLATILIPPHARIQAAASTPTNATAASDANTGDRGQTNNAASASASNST
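Test system – GST-tagged human GSK3beta kinase, cell-free · Incubation – 60 min enzyme reaction, room temperature · Signal – ADP-Glo luminescence · Also added – peptide substrate and ATP at 25 µM · Controls – DMSO neutral wells and GW8510 at 20 µM as positive · Buffer or medium – Tris/MgCl2 kinase buffer · Measure – Luminescence-derived activity versus plate DMSO and GW8510 wells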
PolyA inh = yeast polyadenylation inhibition; S. cerevisiae SKY197-pL101 polyadenylation reporter, beta-gal luminescence; efflux-impaired pdr1/pdr3 knockout yeast; score 100 = 6 SD above DMSO; calls only at 12 µM; 300,000 compounds, 0.02% hits; AID 1875;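 active = lowest replicate activity score at least 50, where 100 means six control SD above control mean; inconclusive = lowest score under 50 but half or more replicates reach 50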;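 also: yeast exposed to compound for 9 h at 30 °C; higher score means more reporter readthrough which indicates perturbed polyadenylation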
HSF1 activator = increases HSF-1 driven luciferase reporter signal; NIH3T3-HGL HSF-1 luciferase reporter, MG132, 8 h; 100% = twice DMSO control signal; 300,000 compounds, 1.7% hits; activation, % at 9 µM;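 active = mean replicate activation of at least 50% with a set share of replicates each reaching 50%; inconclusive = only one of those two conditions met; inactive = mean below 50% and too few replicates reaching it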;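 also: 0% = median of the neutral control wells and 100% = twice that signal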
Starred values were filed as active, the others as inactive; i = inactive; u = inconclusive; x = not tested or not shown.

SMILES,IEC-6 cytotox,KLF5 inh,AI-2 QS modul,HSP90 refold inh,HSF1 inh,GSK3 alpha inh,aSyn 5UTR inh,GSK3beta inhib,PolyA inh,HSF1 activator
COC(=O)c1ccc(NC(=O)Cn2nc(C)cc2C)cc1,10,-16,7,0,-3,-3,4,-1,i,-13
CC(C)(C)NC(=O)c1cnn(-c2ccccc2)c1NC(=O)c1ccccc1,-1,5,33,1,-2,-3,-22,-2,i,1
COC(=O)c1ccc(NC(=O)CCCCCn2nnc3ccccc3c2=O)cc1,0,-21,16,7,7,1,-2,-3,i,21
CSc1ccc(/C=N/NC(=O)CN2CCN(Cc3ccc(C)cc3)CC2)cc1,0,-42,38,1,6,0,7,3,i,-8
CN(C)/C=C1\N=C(c2cccs2)OC1=O,-2,-10,-7,-5,8,1,-4,3,i,18
C=CCc1ccccc1OCCNCCCOC,-2,-7,15,0,-5,0,14,-2,i,-21
CC1CCN(S(=O)(=O)c2cccc(-c3csc(-c4cccnc4)n3)c2)CC1,-3,0,13,-1,-2,x,13,0,i,-10
COc1cccc(/C=N/NC(=O)C(=O)N/N=C/c2cccc(OC)c2OC)c1OC,-3,3,21,-3,-19,0,18,3,i,-21
O=C(O)CCSc1nc2ccccc2n1Cc1ccccc1,-5,-24,10,-2,0,-2,10,-2,i,2
CCOC(=O)c1sc(N)c(C(=O)OCC)c1COC(=O)C1CC(=O)N(Cc2ccco2)C1 (stereo unspecified),7,-3,-10,4,5,0,-5,-2,i,8
Cn1c(SCC(=O)c2ccccc2)nnc1-c1ccco1,-1,-69,28,1,-1,-24,-57,1,i,-20
COc1ccc(C(=O)C2CCN(C(=S)NCC3CCCO3)CC2)cc1 (stereo unspecified),1,-5,23,4,0,0,-12,-1,i,-2
CCCCc1nc2cc(C(=O)N3CCC(OCCOC)CC3)ccc2o1,-2,-75,34,-1,1,0,22,1,i,-1
COc1ccccc1CN(Cc1cc2cc(C)ccc2[nH]c1=O)Cc1nnnn1CC1CCCO1 (stereo unspecified),1,-31,10,2,-4,-1,0,2,i,11
CCC1(C)CC(C(CC(=O)O)c2ccc(C)cc2)CCO1 (stereo unspecified),7,-16,11,0,0,-4,2,0,i,-16
Cc1cc(C)n2nc(SCC3COc4ccccc4O3)nc2n1 (stereo unspecified),1,-55,14,3,12,0,-42,4,i,19
Cc1onc(-c2c(F)cccc2Cl)c1C(=O)NCCCN1CCOCC1,5,-20,35,-3,-14,-1,-23,-4,i,-3
N#Cc1nc(-c2ccc(F)cc2)oc1NCc1ccco1,0,13,-59,-1,6,0,-17,-1,i,11
COc1cc(C(=O)Nc2cccnc2)cc(OC)c1OC,7,-5,2,-2,1,3,5,-1,i,23
COc1ccccc1-n1nnnc1SCC(=O)NCC1CCCO1 (stereo unspecified),x,x,4,x,-3,-1,-9,4,i,8
COc1ccc(-c2cc(C(=O)Nc3c(C)nn(Cc4ccccc4Cl)c3C)no2)cc1,-2,-33,11,1,8,-3,-3,2,i,33
COc1ccc(NC(=O)CS(=O)(=O)c2ccc(Br)cc2)cc1,2,10,5,0,1,-2,0,-1,i,-12
Cc1cc(C(=O)COc2ncnc3sccc23)c(C)n1C,-2,-72,15,-1,18,-4,-125,-1,i,-7
COc1cccc(C2C(C(=O)c3cc4ccccc4o3)=C(O)C(=O)N2CCN2CCOCC2)c1 (stereo unspecified),9,19,-1,-1,4,11,-2,2,i,-2
O=C(Nc1ccc(F)cc1)Nc1nnc(Cc2ccccc2F)s1,2,0,15,-3,-6,3,-14,-5,i,0
Cc1ccc(CNC(=O)CCn2nc(-c3ccc(Cl)cc3)ccc2=O)cc1,3,-11,18,1,4,x,-3,-2,i,20
Cc1ccc(S(=O)(=O)NCc2ccc(C(=O)N3CCN(Cc4ccccc4)CC3)cc2)cc1,0,-19,14,-1,3,-1,27,-1,i,0
CCOC(=O)N1CCN(S(=O)(=O)c2ccc(C)cc2)C1c1ccc(OC)cc1 (stereo unspecified),-2,15,26,-1,-2,-2,14,-5,i,25
Cc1ccc(C(=O)Nc2cc3[nH]c(=O)oc3cc2C)cc1,9,-24,19,3,-11,-2,27,0,i,-1
O=Cc1c[nH]c2ncccc12,-4,-59,-4,1,-5,5,19,-9,i,-9
NS(=O)(=O)c1ccc(NC(=O)COC(=O)CCc2c[nH]c3ccccc23)cc1,0,4,63,1,-2,-2,-10,0,i,-4
O=[N+]([O-])c1cccc2cn[nH]c12,-2,-1,15,-1,1,-3,-38,1,i,0
O=C(CCSc1ccccc1)N1CCN(C(=O)c2ccco2)CC1,-1,-23,28,4,7,-3,-49,1,i,13
Cc1ccccc1/C=C1\CCCc2ccccc2C1=O,4,-86,14,-5,14,0,-241,-2,i,18
OCCC1CN(Cc2ccc3ncccc3c2)CCN1Cc1ccccc1 (stereo unspecified),-4,-4,6,0,-3,-4,-14,1,i,-1
Cc1cnc(C(=O)OC(C)C(=O)Nc2ccccc2-c2ccccc2)cn1 (stereo unspecified),x,x,9,x,-3,-2,19,2,i,-13
Cc1cc(N/N=C/c2c[nH]c3ccccc23)c2ccccc2n1,4,-18,6,-2,-2,-2,-60,-1,i,8
CC(=O)Nc1ccc(NC(=O)CSc2nccn2Cc2ccco2)cc1,-2,-51,18,0,6,-1,-16,1,i,20
CC(C)OC(=O)c1c2c(n3ccccc13)C(=O)c1ccccc1C2=O,1,-33,12,0,-10,6,0,2,i,-9
O=C(/C=C\Nc1ccc2c(c1)OCO2)c1cccs1,2,-35,68,1,7,13,-147,-2,i,20
Cc1ccccc1CS(=O)(=O)CCC(=O)O,1,-7,2,0,-3,-1,-19,-1,i,8
CC1=CC(c2ccc(Cl)cc2)n2nc(NC(=O)CCC(=O)O)nc2N1 (stereo unspecified),-5,-27,13,1,-3,-3,1,2,i,-3
COc1ccccc1N(CC(=O)Nc1cccnc1)S(C)(=O)=O,-8,-6,13,-2,-4,0,-4,-1,i,5
O=C(CSc1nc2ccccc2c(=O)n1-c1ccccc1)NCc1ccc2c(c1)OCO2,2,-5,9,0,0,-1,24,1,i,-9
CCN(CC(=O)Nc1ccccc1C(F)(F)F)C(=O)c1cc(S(=O)(=O)N2CCCCCC2)ccc1OC,x,x,12,x,2,-1,-20,-3,i,11
O=Cc1ccc(OCC(=O)Nc2ccccc2C(F)(F)F)cc1,1,-1,30,1,4,0,-15,2,i,-3
COc1ccc(C(=O)N2CCC(C(=O)NCc3ccccn3)CC2)cc1,0,-9,10,-1,-12,-3,6,-5,i,2
CCc1ccc(NC(=O)c2cnn3c(C(F)F)cc(C)nc23)cc1,-7,-11,31,1,5,-1,-42,2,i,4
COc1ccc(N(C(=O)c2ccco2)C(C(=O)NC2CCCC2)c2cccs2)c(OC)c1 (stereo unspecified),-7,-2,10,1,12,0,3,-1,i,-3
COC(=O)/C(C#N)=C1/C=Cc2ccccc2N1,5,-60,2,-1,9,-2,-99,3,i,41
CC(C)Cc1nc(SCC(=O)N2CCCCC2)c2c(=O)n(C)c(=O)n(C)c2n1,16,-31,17,1,-6,-3,11,2,i,4
CC(C(=O)NCC1CCCO1)N(C(=O)c1snc(C(N)=O)c1N)c1ccccc1 (stereo unspecified),-1,-4,14,-4,-1,5,-23,-2,i,-9
Cc1cc(N2CCC(C(=O)NC3CCCCC3)CC2)nc(-c2ccccc2)n1,-5,8,15,2,-5,0,-10,-1,i,-3
Cc1ccc(S(=O)(=O)NC(=O)Nc2cc(C(C)(C)C)on2)cc1,-2,-2,18,1,-8,-1,5,2,i,-1
C=C1SC(Nc2c(C)cccc2C)=NC12CCCCC2,0,-9,5,4,7,-1,4,0,i,0
CC[n+]1ccc(/C=C2\Sc3ccccc3N2CCCS(=O)(=O)[O-])c2ccccc21,-1,-21,18,1,-6,1,-2,1,i,-6
OC(c1nc2ccccc2[nH]1)C(O)C(O)C(O)c1nc2ccccc2[nH]1 (stereo unspecified),-8,-16,20,0,-1,-1,6,0,i,1
CCOC(=O)/C=C/S(=O)(=O)c1ccc(NC(C)=O)cc1,5,-15,u,2,-15,-2,-58,2,i,-11
CC(Nc1nc(-c2ccc(Cl)cc2)cs1)c1nc2cc(Cl)c(N3CCCCC3)cc2n1CCOCCO (stereo unspecified),x,x,17,x,6,-4,7,1,i,5
Cn1c(=O)n(C)c(=O)n(CC(=O)N2CCCCC2)c1=O,0,1,14,1,-6,-1,-11,3,i,26

An excerpt; count on the stated rates, not on these rows.
